From PubChem
PfGluPho inh: PfG6PD (Plasmodium falciparum) enzyme inhibition; PfGluPho enzyme, NADPH resazurin-diaphorase fluorescence; inhibition, % at 20 µM; actives 0.78% (n = 350,000); AID 504690;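 active means inhibition reaching at least a set limit at 20 µM in the primary screen, cut at about 59% in these data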;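 further: 0% = DMSO wells with substrate and 100% = DMSO wells lacking glucose-6-phosphate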
SENP6 block: SENP6 protease inhibition. Recombinant SENP6 catalytic domain, aminoluciferin luminescence. AID 2599. Q9GZR1. inhibition, % at 10 µM. actives 1.8% (n = 330,000);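 active means inhibition above about 50% at the single tested dose, limit read from the data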;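 further: plate controls were DMSO wells with enzyme for no effect and DMSO wells lacking enzyme for full effect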
Target sequence (Q9GZR1 628-1112 limits assumed): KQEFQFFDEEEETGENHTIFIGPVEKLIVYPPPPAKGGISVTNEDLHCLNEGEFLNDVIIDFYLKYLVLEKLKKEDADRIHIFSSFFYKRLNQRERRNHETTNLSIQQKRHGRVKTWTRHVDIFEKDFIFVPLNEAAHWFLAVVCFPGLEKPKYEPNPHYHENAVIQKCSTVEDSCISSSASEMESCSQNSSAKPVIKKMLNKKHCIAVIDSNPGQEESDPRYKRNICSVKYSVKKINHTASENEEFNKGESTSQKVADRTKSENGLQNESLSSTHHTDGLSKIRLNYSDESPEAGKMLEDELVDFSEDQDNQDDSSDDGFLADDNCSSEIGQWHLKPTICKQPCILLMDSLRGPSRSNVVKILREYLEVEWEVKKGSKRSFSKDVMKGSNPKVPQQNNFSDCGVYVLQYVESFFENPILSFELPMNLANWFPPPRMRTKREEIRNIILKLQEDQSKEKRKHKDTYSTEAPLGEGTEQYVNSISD
SENP8 block: SENP8 (human) protease inhibition; Q96LD8; recombinant SENP8, Nedd8 substrate fluorescence; inhibition, % at 20 µM; actives 0.64% (n = 360,000); in the data active means inhibition mostly above about 40%, no sharp cut-off; inactive means mostly below about 27%
Target sequence (Q96LD8 whole entry, looked up): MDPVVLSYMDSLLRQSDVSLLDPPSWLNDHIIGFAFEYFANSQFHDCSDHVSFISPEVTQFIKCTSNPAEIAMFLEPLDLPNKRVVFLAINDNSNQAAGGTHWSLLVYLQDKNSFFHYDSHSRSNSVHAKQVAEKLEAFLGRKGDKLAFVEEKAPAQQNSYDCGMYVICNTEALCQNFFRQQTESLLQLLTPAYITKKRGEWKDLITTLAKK
ATG4B inhibitor: ATG4B (human) cysteine protease inhibition. Q9Y4P1. inhibition, % at 8.33 µM. actives 0.51% (n = 340,000). ATG4B cleavage of LC3-PLA2, NBD-HPC fluorescence, 1 h. AID 504462; in the data active means inhibition above about 40%
Target sequence (Q9Y4P1 whole entry, looked up): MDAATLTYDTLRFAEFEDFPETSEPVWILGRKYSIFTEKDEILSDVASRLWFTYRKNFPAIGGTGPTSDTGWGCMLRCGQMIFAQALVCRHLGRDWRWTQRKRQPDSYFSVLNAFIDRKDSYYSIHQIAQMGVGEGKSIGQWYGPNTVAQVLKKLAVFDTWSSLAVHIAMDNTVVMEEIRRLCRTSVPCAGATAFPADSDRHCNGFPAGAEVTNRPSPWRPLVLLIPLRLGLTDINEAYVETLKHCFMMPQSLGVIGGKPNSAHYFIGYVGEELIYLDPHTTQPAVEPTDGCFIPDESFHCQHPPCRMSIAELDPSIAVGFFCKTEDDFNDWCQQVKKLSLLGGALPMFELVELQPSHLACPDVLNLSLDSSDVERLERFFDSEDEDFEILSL
hIAP act: increases human intestinal alkaline phosphatase activity | AID 2524 | activation factor at 10 µM | P09923 | actives 0.16% (n = 330,000) | purified human IAP, CDP-Star luminescence, 30 min; stronger effect = higher value; 1 = vehicle-only enzyme, 0 = enzyme-free background;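 active means activation factor of the enzyme at least 2-fold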; further: the source names both 10 and 20 µM as test concentration; values of inactives mirror those of a sister screen read the other way
MPTP block: permeability transition pore inhibition | actives 1.4% (n = 360,000) | inhibition, % at 10 µM | isolated mouse mitochondria, Ca2+ swelling absorbance, 30 min;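 active means inhibition of 50% or more, scaled per plate between neutral and stimulator controls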;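 further: 0% = DMSO wells given calcium and 100% = 1 mM EGTA wells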
GRIN3A LBD mod: modulators (binders) of human NR3A ligand-binding domain | NR3A LBD differential scanning fluorimetry, Tm shift; 0% = protein alone, 100% = glycine-bound protein | Tm shift relative to glycine control, % at 25 µM | actives 2.5% (n = 340,000) | AID 1259313;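 active means melting temperature shift of at least 10% of the positive control shift, at one fixed dose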
SENP1 FRET inh: inhibitors of human SENP1 SUMO protease catalytic domain; actives 0.21% (n = 360,000); recombinant SENP1 catalytic domain, CyPet-SUMO1-YPet FRET cleavage; inhibition, % at 10 µM; Q9P0U3;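 active means inhibition at least 30% at 10 µM, raw YFP signal under a set limit, fluorescence ratio 0.5 to 1.5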;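 further: 0% = enzyme with DMSO and 100% = no enzyme wells; some results filed as inactive read as strong as hits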
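Test system: hSENP1 catalytic domain, recombinant; Amount: 20 pM final SENP1 enzyme; Medium: Tris pH 8 buffer plus EDTA, NaCl, BME, BSA, NP40, catalase; Schedule: 50 min enzyme reaction, room temperature, light-protected; Technique: FRET fluorescence in CFP and YFP emission channels; Controls: no-enzyme wells low, DMSO-plus-enzyme wells high control.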
* hit, by the source's call; nt = no result given.

SMILES	PfGluPho inh	SENP6 block	SENP8 block	ATG4B inhibitor	hIAP act	MPTP block	GRIN3A LBD mod	SENP1 FRET inh
CCc1n(CC(O)COC2CCCCC2)c2ccccc2[n+]1C (configuration not stated)	-1.5	-3.4	6.7	-3.7	1.05	-0.7	0.3	0.5
Cc1cc(C)c(NC(=O)CSc2nc(=O)n(CCN3CCOCC3)c3c2CCC3)c(C)c1	16.0	1.8	-2.8	-7.7	1.04	-1.7	0.8	2.0
CCn1c(C(C)NC(=O)c2ccc(C)cc2)n[nH]c1=S (configuration not stated)	22.2	-6.0	6.3	-3.0	0.986	0.5	2.4	-0.2
Cc1ccc(-n2c(=O)c3c4c(sc3n3c(=S)[nH]nc23)CCC4)cc1	25.3	11.0	15.1	3.9	0.856	1.5	1.9	7.4
CC1Nc2ccccc2C(=O)N1NS(C)(=O)=O (configuration not stated)	-16.5	-9.9	-383.8	6.5	1.09	-2.2	3.0	-5.2
Cc1cc(C)cc(-n2cccc2/C=C2/C(=N)N3C(=NC2=O)SN=C3S(C)(=O)=O)c1	-19.8	20.8	-49.3	8.2	0.836	62.7*	1.3	-50.3
CCOC(=O)c1[nH]c(C)c(C(=O)OCc2ccc(C)cc2)c1C	1.8	-5.6	14.7	1.6	0.966	-0.6	3.0	0.6
CCOc1ccc(C2NC(=O)c3ccccc3O2)cc1OC (configuration not stated)	-2.2	-0.3	-62.6	0.4	1.11	0.0	0.9	0.4
O=C(CCN1CCOCC1)Nc1cc(C(=O)Nc2ccc(Cl)cc2)ccc1N1CC2CC(C1)c1cccc(=O)n1C2 (configuration not stated)	10.7	12.7	-46.9	-0.2	1.1	-3.9	9.0	-0.4
CN(C(=O)COC(=O)CSc1ccccc1)c1c(N)n(Cc2ccccc2)c(=O)[nH]c1=O	-5.3	nt	7.2	nt	nt	0.5	nt	3.8
COc1cc2cc(CN(Cc3nnnn3Cc3ccccc3)CC3CCCO3)c(=O)[nH]c2cc1OC (configuration not stated)	1.6	nt	-450.8	-7.1	nt	-0.6	3.2	-23.9
CCC(C)c1ccccc1N1CC(C(=O)Nc2ccc(C)c(S(=O)(=O)N3CCOCC3)c2)CC1=O (configuration not stated)	9.5	-5.6	5.4	-4.9	1	-0.8	1.6	0.7
Cc1[nH][nH]c(=O)c1C(c1cc2c(cc1Br)OCO2)c1c(C)[nH][nH]c1=O	17.3	13.6	6.7	-6.9	1.21	-0.7	-1.7	2.4
Cc1ccc(OCCN2C(=O)c3ccccc3C2=O)c([N+](=O)[O-])c1	18.9	14.3	19.7	1.0	1.05	2.3	-0.1	2.2
COc1ccc(NC(=O)CSc2nc3[nH]ncc3c(=O)[nH]2)cc1OC	-47.9	-5.3	22.8	9.2	0.979	0.8	1.2	1.0
Cc1ccc(NC(=O)CSc2nc3cc(C(=O)NCC4CCCO4)ccc3c(=O)n2CC2CCCO2)cc1 (configuration not stated)	7.1	nt	2.2	nt	nt	-2.4	nt	1.1
CC(NC(=O)CN1CCN(c2ncccn2)CC1)c1ccc(F)cc1 (configuration not stated)	-10.5	-1.6	-8.2	-12.7	1.13	-8.4	-1.0	-1.3
Nc1ccc(N=Nc2ccc(N)cc2)cc1	1.1	6.5	21.0	4.8	0.82	1.4	-26.4	11.8
CNC(=S)Nc1ccc(C)c(NC(=S)NC)c1	11.9	17.8	1.3	-14.8	0.757	-3.0	0.2	1.4
CCCn1c2ccccc2c2cnn(CC(=O)OC)c(=O)c21	8.1	-13.8	-22.1	-2.8	1.06	3.3	-1.8	-0.4
CC=Cc1cc2c(c(=O)o1)C(=O)C(O)C(C)O2 (configuration not stated)	2.4	nt	0.2	-2.3	nt	0.1	-1.6	-16.6
COc1ccc(S(=O)(=O)Nc2cccc3c2O[C@H](CN(C)Cc2ccc(Cl)c(Cl)c2)[C@@H](C)CN([C@H](C)CO)C3=O)cc1	17.2	-7.1	8.6	-13.2	0.999	0.0	-7.8	-1.2
Cc1csc(SC(C)C(=O)NC2CCCCC2C)n1 (configuration not stated)	-18.5	-1.7	-6.6	6.4	0.959	-0.9	-0.1	2.0
CN1CCN(CCCNC(=O)c2ccc(/C=C3\Oc4ccccc4N(Cc4ccc(Cl)cc4)C3=O)cc2)CC1	-4.0	-10.0	-380.6	-10.2	0.97	-1.2	-5.6	-50.2
CN(CCCNC(=O)CCCOc1cc(=O)n(C)c2ccccc12)Cc1ccccc1	-11.2	0.0	17.5	-5.9	1.06	-0.2	-0.7	1.7
COC(=O)c1ccc(CSc2nncn2N)cc1	5.8	-9.8	5.9	-1.2	1.03	0.3	-3.4	1.7
CC(C)CCNC(=O)C(=O)Nc1cc2c3c(c1)CCC(=O)N3CCC2	2.7	2.8	10.7	-1.0	1.17	-2.4	-0.2	0.2
CCOCCCNC(=O)c1cc(C)nn1-c1ccccc1	-7.4	8.8	9.6	-10.2	1.04	-1.7	-0.5	3.6
CCn1c(SCc2ccc(C#N)cc2)nnc1-c1cccc(Cl)c1	-3.3	-41.1	8.5	-0.5	0.982	0.9	-0.7	1.4
COc1ccc(C(=O)NC(=S)Nc2ccc(CN3CCCCC3)cc2)cc1Cl	14.0	-7.6	13.4	-6.3	0.945	0.1	-1.2	0.8
O=C(Nc1ccc(C(=O)N2CCOCC2)cc1)C1CCCC1	1.1	nt	13.5	0.5	nt	0.1	-0.3	4.3
COc1ccc(C(c2sc3nc(C)nn3c2O)N2CCN(Cc3ccccc3)CC2)cc1OC (configuration not stated)	-7.1	-10.5	7.7	-4.5	0.962	-0.9	-1.2	2.2
O=C(CCc1ccccc1)Nc1ccccc1[N+](=O)[O-]	4.0	16.9	14.4	6.0	0.912	12.3	-1.9	2.6
CNC(=O)Cn1nc(-c2ccc(Cl)cc2)c2ccccc2c1=O	-7.0	-14.3	22.3	-2.7	1.02	-0.5	0.6	-1.9
O=c1[nH]c(C2CCN(S(=O)(=O)/C=C/c3ccccc3)CC2)nc2c1nnn2Cc1ccccc1	6.0	-35.4	21.3	-11.8	1	-1.4	-1.2	1.3
CCOc1ccc(N(CC(=O)NC2CCCCC2)S(=O)(=O)c2ccccc2)cc1	-16.8	-0.6	6.2	3.2	0.992	0.4	0.2	3.1
CCOC(=O)c1ccc(CC2SC(N)=NC2=O)cc1 (configuration not stated)	12.2	17.8	10.1	-3.9	1.12	0.6	-0.2	1.1
COc1ccc(N2CCN(CC(=O)c3ccccc3)CC2)cc1	14.6	1.7	4.7	-2.1	0.938	-1.0	2.0	0.3
COc1cccc(C2=CC(=O)C[C@H](c3ccc(F)cc3)C2)c1OC	2.4	-5.8	3.3	4.1	1.02	-0.3	-1.4	2.7
CC(=O)c1ccc(S(=O)(=O)Nc2ccc(Cl)c(S(=O)(=O)N3CCCC3)c2)cc1	-13.3	-6.3	2.7	-11.3	1.03	0.0	-2.2	1.3
COc1ccc(NC(=O)Cc2coc3cc(C)ccc23)cc1S(=O)(=O)N1CCOCC1	-7.3	-7.2	11.0	-21.5	0.923	-1.3	-18.8	2.2
CCOC(=O)N1CCN(Cc2nc3cc(NC(=O)CC(C)C)ccc3n2CC)CC1	-4.5	-2.1	8.2	-1.8	0.935	-0.5	4.7	-5.6
CCN1C(=O)/C(=C2\SC(N3CCCCC3)=NC2=O)c2ccccc21	29.5	-36.7	-9.7	-8.7	0.934	-0.4	-1.5	1.4
CC(=O)c1ccc(NC(=O)C(C)N(C)CC(=O)Nc2ccccc2Cl)cc1 (configuration not stated)	-5.6	-17.4	5.7	0.9	0.956	2.4	0.3	-6.7
COc1cc(F)ccc1S(=O)(=O)N1CCN(C23CC4CC(CC(C4)C2)C3)CC1	21.1	-1.3	14.0	-15.9	0.96	4.6	-0.6	-1.9
CCC(C)(NC=O)C(=O)Nc1c(C)cccc1C (configuration not stated)	-6.5	-18.5	14.1	-1.7	1.18	-2.0	6.2	1.5
Cc1ccc(OCC(=O)OCC(=O)NC2CCCCCC2)cc1C	-3.9	nt	16.5	nt	nt	0.6	nt	6.0
CCOC(=O)c1cc(NC(=O)c2ccccc2)c(=O)n2c1oc1ccccc12	-5.3	-7.7	-421.9	-7.0	1.11	-0.2	0.3	-22.8

Marked active in MPTP block, of those listed so far:
SMILES,PfGluPho inh,SENP6 block,ATG4B inhibitor,hIAP act,MPTP block,GRIN3A LBD mod,SENP1 FRET inh
Cc1cc(C)cc(-n2cccc2/C=C2/C(=N)N3C(=NC2=O)SN=C3S(C)(=O)=O)c1,-19.8,20.8,8.2,0.836,62.7*,1.3,-50.3

Going on with the list.
SMILES	PfGluPho inh	SENP6 block	SENP8 block	ATG4B inhibitor	hIAP act	MPTP block	GRIN3A LBD mod	SENP1 FRET inh
Cc1nc(SCc2ccccc2)c2ccsc2n1	4.3	-12.9	15.0	-6.3	0.906	25.2	-0.6	-1.0
O=C(COc1ccc(Br)cc1)N1CCN(c2ccc([N+](=O)[O-])c(N3CCCCC3)c2)CC1	5.6	-10.3	22.4	-10.1	1.14	-0.5	-4.3	1.8
O=C(CC1CCCCC1)NCC1CCCO1 (configuration not stated)	5.1	-13.3	19.3	-10.3	0.943	0.3	0.8	2.6
O/N=C1/CCCSc2ccccc21	7.0	0.5	23.7	0.5	0.984	-0.4	-1.7	2.1
CN(C)S(=O)(=O)c1cccc(C(=O)Nc2cc(S(=O)(=O)N3CCOCC3)ccc2N2CCCC2)c1	66.2*	nt	5.8	-16.5	nt	-2.3	0.4	-4.2
N#CNC(=Nc1ccccc1)SCc1ccc(C(=O)O)cc1	-33.3	-40.0	4.7	-9.0	1.19	0.6	0.7	-0.3
CC(=O)C1=C(NC(=O)c2ccc(C(F)(F)F)cc2)C[C@@H]2[C@H]1C2(C)C	11.0	-5.2	23.9	1.8	0.888	2.2	1.4	-1.9
CCn1c(COc2ccccc2)nnc1SCC(=O)Nc1cc(C)ccc1OC	-4.3	-24.6	14.6	-13.8	1.07	0.8	-0.1	1.8
O=C(CNC(=O)c1nc[nH]c1C(=O)N1CCN(c2ccccc2)CC1)OCc1ccccc1	-7.7	-7.5	8.5	16.7	0.934	0.4	-1.8	0.1
COc1ccc(NC(=O)NCCCN2CCc3ccccc3C2)cc1	0.4	6.0	14.1	-2.8	0.875	-0.5	0.3	-1.7
CC(=O)Nc1ccc(NC(=O)c2ccccc2C)cc1	-2.6	-1.6	-5.2	-7.1	0.965	-0.6	-1.6	-1.4
Cc1cccc(C)c1NC(=O)CN(C)C(=O)CCC(=O)c1ccccc1	9.9	-6.1	-3.6	-8.0	1.02	-0.9	-1.7	0.2

Two entries from above, bar-delimited.
structure | PfGluPho inh | SENP6 block | SENP8 block | ATG4B inhibitor | hIAP act | MPTP block | GRIN3A LBD mod | SENP1 FRET inh
COc1cc(F)ccc1S(=O)(=O)N1CCN(C23CC4CC(CC(C4)C2)C3)CC1 | 21.1 | -1.3 | 14.0 | -15.9 | 0.96 | 4.6 | -0.6 | -1.9
CCC(C)(NC=O)C(=O)Nc1c(C)cccc1C (configuration not stated) | -6.5 | -18.5 | 14.1 | -1.7 | 1.18 | -2.0 | 6.2 | 1.5

Next section:
SMILES	PfGluPho inh	SENP6 block	SENP8 block	ATG4B inhibitor	hIAP act	MPTP block	GRIN3A LBD mod	SENP1 FRET inh
N#Cc1ccc(NC(=O)COC(=O)CCNS(=O)(=O)c2ccccc2)cc1	-14.4	-14.7	9.7	-1.5	1.11	-2.3	-1.8	-1.5
Cc1ccc(C(=O)N/C(=C/c2cccs2)C(=O)N2CCCCC2)cc1	-13.1	-1.6	-1.4	-5.4	0.936	0.6	-1.7	2.6
O=C(CCC(=O)N(CC(=O)NC1CCCCC1)Cc1cccs1)Nc1ccccn1	3.5	-18.0	5.7	-2.3	1.09	-1.8	-0.5	-0.3
O=C(Nc1ccc(F)cc1)c1cccnc1N1CCCCC1	-18.1	7.5	-33.1	-2.5	0.966	1.6	0.1	0.0
CCCS(=O)(=O)N1CCCC(C(=O)Oc2ccc(OC)cc2)C1 (configuration not stated)	-0.4	4.7	11.4	-0.3	0.897	-0.2	-5.1	-0.7
Cc1cccc(CNC(=O)CCCn2nc(C)c3c(C)n(-c4ccccc4)nc3c2=O)c1	2.2	-10.5	9.0	-1.1	0.927	0.5	-0.7	0.8
Cc1ccc(OCC(=O)Nc2ccccc2C(N)=O)cc1	1.1	9.5	-2.7	0.6	1.06	0.2	-0.8	0.2
